# Compound activity: PubChem, National Center for Advancing Translational Sciences (NCATS)
# USP2a inh = qHTS Assay for Inhibitors of Ubiquitin-specific Protease USP2a Using CHOP2 as the Reporter; Ubiquitin carboxyl-terminal hydrolase 2 (Homo sapiens), O75604; USP2 core, Ub-CHOP2 coupled fluorogenic reporter, 485/531; Potency, µM (doses to about 38.3 µM), for the others: at the top dose activity change, negative = inhibition, most hits filed as inhibitors; actives 0.01% (n = 330,000); AID 463254, 2010;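 also: potency is read from the fitted curve at half-maximal effect; plate controls were DMSO wells for no effect and full inhibition by NEM control for full effect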
#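 USP2 core (10nM final) preincubated 30min RT with compound in 20mM Tris-HCl pH 8.0, 2mM CaCl2, 2mM beta-mercaptoethanol, 0.05% CHAPS; 25nM Ub-CHOP2 plus 25nM reporter substrate added, fluorescence (Ex485/Em531) read after 60min.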
# Eya2 phos inh = qHTS Assay for Inhibitors of the Phosphatase Activity of Eya2 | Potency, µM (doses to about 76.9 µM), inactives show at the top dose activity, negative = inhibition, actives largely listed as inhibitors | recombinant Eya2, OMFP fluorescence dephosphorylation (OMFP is methylfluorescein phosphate) | actives 0.006% (n = 330,000); also: potency is read from the fitted curve at half-maximal effect; % is scaled to controls: 0 for no effect and ±100 for the full control effect
#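 Eya2 (0.2 uM) preincubated 10 min at ambient with compound, then OMFP substrate added at 50 uM; 10 min reaction in 50 mM HEPES pH 7.5, 50 mM NaCl, 5 uM MgCl2, 0.05% BSA, 1 mM DTT. Fluorescence read at Ex 485/Em 525 nm.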
# ELG1 repair inh = qHTS screen for small molecules that inhibit ELG1-dependent DNA repair in human embryonic kidney (HEK293T) cells expressing luciferase-tagged ELG1; HEK293T ELG1-luciferase reporter, luminescence, 16 h; DNA damage induced by 5-fluorouridine; Potency, µM (titrated, usually from 46.1 µM), for inactives: top-dose activity change, negative = inhibition, hits mostly inhibitors; actives 2.3% (n = 330,000); AID 504467, 2011; also: potency is read from the fitted curve at half-maximal effect; % is scaled to controls: 0 for no effect and ±100 for the full control effect; nearly all actives have a fitted effect of over 55% in size
#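 DMSO vehicle served as the neutral condition. Each well held 2,000 cells given 5-fluorouridine plus compound; after 16 hr at 37 °C/5% CO2, ONE-Glo was added and luciferase measured 30 min later.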
# AT treatment = qHTS Assay for Identifying a Potential Treatment of Ataxia-Telangiectasia | AID 485349, 2010 | Potency, µM (series often up to 57.5 µM), for the others: at the highest dose activation, most hits filed as activators | […] A-T fibroblasts, KAP-1 phosphorylation AlphaLISA; neocarzinostatin DNA damage 30 min before lysis | actives 0.19% (n = 320,000); also: potency is read from the fitted curve at half-maximal effect; % of control where 0% means no effect; nearly all actives have a fitted effect of over 45% in size
#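 ATM-like activity read as KAP-1 phosphorylation via AlphaLISA donor/acceptor antibody pairs after lysis and 6 hr at 25C. Cells were ATM-null patient fibroblasts ([…], hTERT), dosed 60 min, then exposed to the DSB inducer NCS for 30 min.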
# Mito fusion act = qHTS Assay for Small Molecule Inhibitors of Mitochondrial Division or Activators of Mitochondrial Fusion | S. cerevisiae fusion-defective mutant growth rescue, CellTiterGlo 48 h | Potency, µM (doses to about 46.1 µM), for the others: at the highest dose growth rescue (activation), hits mostly activators | actives 0.23% (n = 320,000) | AID 485298, 2010;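 also: potency is read from the fitted curve at half-maximal effect; % of control where 0% means no effect; nearly all actives have a fitted effect of over 45% in size; temperature-sensitive fusion mutants such as fzo1-1 at 37 °C on non-fermentable ethanol glycerol medium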
#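 S. cerevisiae fusion-defective temperature-sensitive mutants (e.g. fzo1-1, mgm1-5) grown 48 h at 37C in YPEG (ethanol/glycerol non-fermentable) medium with 23 nl compound per well; growth rescue read as CellTiterGlo luminescence.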
# TCR activator = Activators of T cell receptors: qHTS campaign; primary human leukocytes, anti-CD3, IL-2 HTRF, 48 h; Potency, µM (top dose mostly 9.22 µM), for inactives: at the highest dose activation of IL-2 secretion, actives largely listed as activators; 330,000 tested, under 10 active; AID 504894, 2011; also: % of control where 0% means no effect
#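 Readout: HTRF IL-2, Eu-cryptate/d2 antibody pair, 320nm excitation, 665nm emission. Stimulus: a-CD3 beads, no co-stimulation. Cells: primary human leukocytes. Exposure: 48 hr with compound.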
# KCNH2 WT inh = qHTS for Inhibitors of KCHN2 3.1: Wildtype qHTS; Voltage-gated inwardly rectifying potassium channel KCNH2 (Homo sapiens), Q12809; U2OS, BacMam KCNH2, thallium flux FluxOr; active compounds read low; activity change, % at 1.84 µM; actives 0.37% (n = 340,000);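 active = maximum activity change below -70%; inconclusive = maximum activity change between -70% and -50%; inactive = maximum activity change above -50%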; also: % is scaled to controls: 0 for no effect and ±100 for the full control effect
#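 U2OS cells transduced with wild-type KCNH2 virus are loaded with FluxOr dye for 45 min, and thallium flux is measured in kinetic reads before and after stimulation buffer. Rate constants are normalized to DMSO controls.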
# KCNH2 3.1 inh = qHTS for Inhibitors of KCHN2 3.1: Mutant qHTS; actives 0.95% (n = 340,000); activity change, % (tested at about 1.8 µM); U2OS KCNH2 3.1, thallium flux FluxOr; active compounds read low;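 active = maximum activity change below -70%; inconclusive = maximum activity change from -70% to -50%; inactive = maximum activity change above -50%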;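 also: thallium influx rate constant from kinetic fluorescence after stimulation buffer; % is scaled to controls: 0 for no effect and ±100 for the full control effect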
#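 Virally transduced U2OS (3.1 isoform, 4 h infection in dark at RT) → overnight 37 C → FluxOr + Red40 in HBSS/HEPES, 45 min → stimulation buffer, 2 min kinetic read → rate constant vs DMSO controls.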
# TSHR antag = Antagonists of the Thyroid Stimulating Hormone Receptor: HTS campaign | Thyrotropin receptor (Homo sapiens), P16473 | TSHR-expressing cells, TSH-stimulated cAMP HTRF, 2 h; active compounds read low | activity change, negative = inhibition, % at 11.5 µM | actives 0.2% (n = 330,000);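 active = activity change below a set negative limit, meaning inhibition stronger than a set level, cut at about -70% in these data; inconclusive = activity change between two set negative limits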; also: % is scaled to controls: 0 for no effect and ±100 for the full control effect
# Target sequence (P16473 whole entry, looked up): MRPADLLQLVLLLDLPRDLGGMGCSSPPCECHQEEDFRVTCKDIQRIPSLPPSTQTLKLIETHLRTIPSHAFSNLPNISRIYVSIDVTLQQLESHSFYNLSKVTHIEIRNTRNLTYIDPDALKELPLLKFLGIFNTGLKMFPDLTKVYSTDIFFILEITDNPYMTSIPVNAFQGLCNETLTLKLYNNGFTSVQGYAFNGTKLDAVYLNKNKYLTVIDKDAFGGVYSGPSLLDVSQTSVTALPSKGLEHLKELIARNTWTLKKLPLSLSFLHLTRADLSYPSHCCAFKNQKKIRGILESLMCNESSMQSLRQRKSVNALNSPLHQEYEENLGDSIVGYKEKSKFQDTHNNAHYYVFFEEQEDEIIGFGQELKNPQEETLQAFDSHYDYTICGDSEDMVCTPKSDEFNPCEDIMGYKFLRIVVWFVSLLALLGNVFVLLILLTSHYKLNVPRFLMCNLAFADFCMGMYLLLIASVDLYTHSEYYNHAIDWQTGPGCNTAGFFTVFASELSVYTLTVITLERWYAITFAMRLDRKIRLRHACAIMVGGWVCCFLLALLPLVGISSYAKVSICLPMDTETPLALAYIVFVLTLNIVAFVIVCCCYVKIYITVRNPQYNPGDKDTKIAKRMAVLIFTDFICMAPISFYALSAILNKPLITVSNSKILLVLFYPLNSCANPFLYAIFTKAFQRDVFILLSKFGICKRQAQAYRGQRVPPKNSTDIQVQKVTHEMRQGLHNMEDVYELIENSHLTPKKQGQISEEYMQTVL
#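 TSHR-expressing cells were treated with compounds, then stimulated with TSH at EC80 (4nM final) for 2 hours at 37 deg C. Cellular cAMP was measured by HTRF competition between lysate cAMP and cAMP-d2 for a cryptate-labelled anti-cAMP antibody.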
# TRPV1 ag = HTS Assay for Compounds that Act as Agonists of the Vanilloid Receptor 1; Transient receptor potential cation channel subfamily V member 1 (Homo sapiens), Q8NER1; TRPV1-expressing cells, Fluo-8 calcium influx, agonist mode; activation, % at 8.33 µM; actives 0.19% (n = 320,000); in the data active = activation above about 80%; inconclusive = between about 30% and that limit; also: 0% is about no effect
#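 Cells expressing TRPV1 were dye-loaded with Fluo-8 and read kinetically: 10 s baseline, 3 min after compound (agonist portion), then 2 min after EC20 capsaicin (allosteric enhancer portion). Calcium-bound dye fluorescence at 480/520 nm.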
# An asterisk follows results filed as active; ? = inconclusive; nt = not tested or not shown; [ ] = another dose, or the depositor's remark. Unless noted, calls follow the shape of the dose curve; as a rule, active = well fitted curve in the direction sought with a large enough effect; inconclusive = small, poorly fitted or top-dose-only effect, or another doubt; inactive = no such curve, though single readings can be large; an effect the other way counts as inactive or inconclusive.
Molecule	USP2a inh	Eya2 phos inh	ELG1 repair inh	AT treatment	Mito fusion act	TCR activator	KCNH2 WT inh	KCNH2 3.1 inh	TSHR antag	TRPV1 ag
CCOc1ccccc1NC(=O)C1CCCN(S(=O)(=O)c2ccc3c(c2)C(C)(C)C(=O)N3C)C1 (centres undefined)	3%	-10%	-1%	10%	0%	5%	-3	-3	-3	-1
NC(=S)NNC(=O)c1cc(C(F)(F)F)cc(C(F)(F)F)c1	2%	1%	-2%	-7%	12%	6%	2	18	-1	13
CCN1CCC(C(N)=O)CC1	1%	22%	-22%	nt	5%	-3%	5	-14	3	-6
Cc1cccc(NC(=S)N/N=C/c2ccc3c(c2)OCO3)c1	-10%	-20%	9%	12%	nt	-2%[46.1 µM]	1	-6	37	5
CC(=O)c1sc(NC(=O)C2(F)C(F)(F)C(F)(F)C(F)(F)C(F)(F)C2(F)F)nc1C	1%	17%	?	18%	-6%	1%	-18	3	-75*	-2
O=C(Nc1ccc(Cl)cc1)N1CCOCC1	0%	5%	-1%	0%	3%	-4%	-10	-5	-1	?
C=CCC(=O)N1CCCC(CCC(=O)NCc2ccccc2F)C1 (centres undefined)	-1%	13%	?	5%	1%	7%	-2	12	1	-2
Cc1cc(C)c(C#N)c(N)n1	1%	-5%	?	32%	11%	-2%	-6	2	5	-4
Cc1ccc(N(CC(=O)NCc2cccs2)S(=O)(=O)c2cccs2)cc1	-1%	4%	0%	nt	-3%	2%	7	-2	19	-9
CN(/N=C/C=C/c1ccccc1)c1cc(=O)n(C)c(=O)[nH]1	2%	-24%	?	-1%	-2%	2%[46.1 µM]	-24	-1	19	2
COc1ccc(CNC(=O)c2cc(C3CC3)nc3c2cnn3C(C)C)cc1OC	1%	-9%	?	14%	-4%	-5%	-6	12	-9	?
O=C1NN(c2ccc(F)cc2)C(=O)/C1=C/c1cccs1	3%	-5%	3%	6%	-3%	-5%	2	2	-10	1
CC(=O)Oc1ccc2nc(/C=C/c3ccccc3)oc(=O)c2c1	-1%	-2%	26%	11%	-1%	-1%	-14	4	-78*	-4
COC(=O)C1=CO[C@@H](O)C2C(CO)=CCC12 (some centres undefined)	2%	2%	-1%	24%	-17%	3%	nt	nt	14	1
CCn1c(SCC(=O)Nc2cc(C)on2)nnc1-c1c[nH]c2ccccc12	-2%	-8%	7%	11%	6%	6%	-1	22	31	-7
C=CC(=O)N(CCC)C(c1ccccc1)c1ccccc1OC (centres undefined)	0%	2%	-2%	14%	21%	-4%	9	12	2	?
O=C(NNC1CC(=O)N(c2ccc(Cl)cc2)C1=O)c1ccccc1Cl (centres undefined)	3%	2%	1%	-2%	1%	nt	-15	5	-1	1
CC(=O)OC1COC(N2CCc3ccccc32)C(OC(C)=O)C1OC(C)=O (centres undefined)	3%	-29%	?	1%	-2%	-9%[46.1 µM]	3	11	5	-4
CCn1cc(CCC(=O)O)c(C)n1	1%	-12%	-8%	1%	3%	-26%	6	-1	27	0
Clc1cccc(NCc2cn3cccnc3n2)c1	0%	-3%	?	2%	-2%	3%	-4	-13	-4	27
O=C(CCC(=O)OCC(F)(F)C(F)F)Nc1ccccc1F	5%	6%	-13%	2%	25%	-4%	-2	19	7	0
CC(=O)NCCc1nc2ccccc2n1CCc1ccccc1	0%	-2%	28%	10%[11.5 µM]	0%	-3%	-17	3	27	24
O=c1c([N+](=O)[O-])cc(C(F)(F)F)cn1Cc1cccc(Cl)c1	1%	-11%	-8%	11%	7%	-3%	-2	15	4	11
Cn1c(/C=N/NC(=O)c2ccccc2)nc2ccccc21	1%	4%	4%	-9%	4%	1%	4	?	1	nt
CC1CCN(C(=S)Nc2ccc(SC(F)F)cc2)CC1	1%	-3%	?	-6%	2%	-4%[46.1 µM]	-6	-3	-7	?
O=C(NCCN1CCCCC1)Nc1ccc(Cl)cc1	0%	-31%	-5%	-2%	-3%	-3%	19	-36	34	2
Cc1ccc(C)c(N2CCN(C(=O)c3cc4ccccn4n3)CC2)c1	16%	2%	6%	-8%	6%	-3%[46.1 µM]	-5	-5	-12	?
CCOC(=O)C(NC(=O)CC)(Nc1sc(C)c(CC)c1C#N)C(F)(F)F (centres undefined)	0%	-4%	-9%	-4%	2%	4%[46.1 µM]	-19	1	2	3
CCOc1cccc(C(=O)N/N=C/c2coc3ccccc3c2=O)c1	-1%	2%	-3%	0%	-2%	6%	-14	10	-15	-8
CN(C)Cc1ccccc1C1(O)c2ccccc2CSc2ccccc21 (centres undefined)	4%	7%	0%	24%	-34%[inhibitor]	4%	10	-2	18	0
O=C(NCc1ccc(F)cc1)C1CC(=O)N(C2CCCC2)C1 (centres undefined)	2%	3%	-6%	13%	0%	1%	5	7	8	2
N#CCc1ccc(Oc2ncc(C(F)(F)F)cc2Cl)cc1	-1%	-27%	0%	5%	5%	0%	18	-19	5	1
O=c1[nH]c(SCc2cccc(Cl)c2)nc2c1CCCC2	0%	-24%	?	5%	0%	-4%	-3	6	-2	18
CCc1ccc(S(=O)(=O)NCc2csc(C)n2)s1	1%	1%	-19%	5%	-1%	-1%[46.1 µM]	-1	6	-5	-7
CC[C@]12c3[nH]c4ccc(OC)cc4c3CCN1C(=O)C(CC(=O)NCCCn1ccnc1)C[C@@H]2C(=O)N1CCN(C(=O)C2CC2)CC1 (some centres undefined)	-1%	5%	17%	10%	nt	-4%[46.1 µM]	5	-9	-14	nt
S=C(NC1CCCC1)N1CCN(c2ccccn2)CC1	1%	-2%	-1%	-7%	1%	2%[46.1 µM]	-11	10	18	15
CCc1ccccc1NC(=O)c1ccc2c(c1)CCN2S(C)(=O)=O	4%	?	-6%	-3%	-5%	-3%	-2	6	-6	?
Cc1cccc(C(=O)Nc2cccc(Br)c2)c1[N+](=O)[O-]	0%	-4%	-7%	2%	6%	1%	-4	-6	-1	5
CCCC(CCC)C(=O)Nc1ccncc1	-1%	-8%	0%	-1%	-1%	-1%	5	-2	10	15
O=C(Nc1ccc2c(c1)OCCO2)c1cccnc1	-5%	13%	?	-1%	0%	1%	-8	-9	3	-2
O=C(O)C1CC=CCC1C(=O)NCc1ccccc1 (centres undefined)	1%	10%	9%	8%	0%	nt	11	15	15	-1
CCn1c(C)nc2cc(C(=O)NNC(=S)NC(=O)c3ccccc3)ccc21	2%	-1%	-15%	0%	-1%	-5%	nt	14	0	1
COc1ccc(Nc2nc(CN3CCOCC3)nc3sc4c(c23)CCC(C)C4)cc1OC (centres undefined)	0%	2%	6.5µM*	2%	-14%	-2%[46.1 µM]	nt	nt	-3	?
C=C(Cl)COc1ccc2c(C)cc(=O)oc2c1	-1%	3%	?	3%	2%	3%[46.1 µM]	-1	-9	1	2
CC(=O)Oc1ccccc1C1OC(=O)c2ccccc2N1C(C)=O (centres undefined)	5%	6%	4%	0%	-5%	6%	-2	0	7	-3
CCCCCC(=O)N(CN1C(=O)CCC1=O)c1ccccc1	-1%	2%	3%	-2%	-9%	7%	-2	14	6	-1
N/C(Cc1ccc(Cl)c(Cl)c1)=N\OC(=O)c1cccs1	1%	11%	-4%	2%	-14%	-3%	-8	-3	-30	23
Cc1ccc(C(=O)N2CCCC(N(C)Cc3ccccc3)C2)s1 (centres undefined)	5%	-8%	0%	1%	1%	5%	28	-1	0	14
CC(=O)N1CC2(CC(=O)OC(C)C)CN(C(C)=O)CC(CC(=O)OC(C)C)(C1)C2=O	0%	10%	10%	1%	-3%	-4%	2	8	7	3
Cc1cccc(-n2c(SCc3ccc(C#N)cc3)nnc2-c2c[nH]c3ccccc23)c1	-1%	-11%	?	-5%	3%	-4%[46.1 µM]	6	-23	-12	-5
O=C(N/N=C/c1ccccc1[N+](=O)[O-])c1ccncc1	-1%	12%	?	-11%	6%	7%	18	4	-6	-1
COc1ccc(CC(=O)Nc2cccc(C(C)=O)c2)cc1S(=O)(=O)N1CCOCC1	3%	7%	2%	8%	-1%	nt	-9	-10	-2	1

# Not all compounds are listed. The share of hits here may be higher or lower than overall.
